A3G deaminase – blocks human APOBEC3G single-stranded DNA deamination; recombinant A3G, ssDNA deamination FAM/TAMRA fluorescence; Q9HC16; actives 0.28% (n = 330,000); inhibition, % at 20 µM;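 active means inhibition of at least 40% at 20 µM, with no more than 30% in the related APOBEC3A deaminase screen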;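 further: plate controls were DMSO wells with A3G for no effect and wells lacking A3G enzyme for full effect; some compounds called inactive have numbers as strong as hits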
SENP8 block-1 – blocks the human protease SENP8; actives 1.2% (n = 330,000); Q96LD8; AID 2540; inhibition, % at 10 µM; purified SENP8, Z-RLRGG-aminoluciferin cleavage, luminescence; in the data active means inhibition above about 50%
Target sequence (Q96LD8 whole entry, looked up): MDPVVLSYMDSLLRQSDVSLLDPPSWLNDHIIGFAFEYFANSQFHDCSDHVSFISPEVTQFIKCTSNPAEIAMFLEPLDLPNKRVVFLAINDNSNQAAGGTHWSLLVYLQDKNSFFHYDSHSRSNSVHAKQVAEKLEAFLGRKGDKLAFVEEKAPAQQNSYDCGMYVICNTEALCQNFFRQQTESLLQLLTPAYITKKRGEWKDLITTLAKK
UBC13 inh – human UBC13 polyubiquitination inhibition; UBC13 polyubiquitin chain formation, TR-FRET; inhibition, % at 20 µM; actives 0.47% (n = 330,000); in the data active means inhibition above about 45%, passing the limit was not always enough; inconclusive means no clear call, values can overlap the other calls
Target sequence (P61088 whole entry, looked up): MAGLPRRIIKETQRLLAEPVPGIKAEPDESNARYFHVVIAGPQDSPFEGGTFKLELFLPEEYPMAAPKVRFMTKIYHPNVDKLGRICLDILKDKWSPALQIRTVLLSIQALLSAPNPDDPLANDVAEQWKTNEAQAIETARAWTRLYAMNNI
SENP1 FRET inh – blocks the human SENP1 SUMO protease catalytic domain; Q9P0U3; recombinant SENP1 catalytic domain, CyPet-SUMO1-YPet FRET cleavage; inhibition, % at 10 µM; actives 0.21% (n = 360,000); AID 624204;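 active means inhibition at least 30% at 10 µM, raw YFP signal under a set limit, fluorescence ratio 0.5 to 1.5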;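 further: 0% = enzyme with DMSO and 100% = no enzyme wells; some results filed as inactive read as strong as hits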
Target sequence (Q9P0U3 419-644 limits assumed): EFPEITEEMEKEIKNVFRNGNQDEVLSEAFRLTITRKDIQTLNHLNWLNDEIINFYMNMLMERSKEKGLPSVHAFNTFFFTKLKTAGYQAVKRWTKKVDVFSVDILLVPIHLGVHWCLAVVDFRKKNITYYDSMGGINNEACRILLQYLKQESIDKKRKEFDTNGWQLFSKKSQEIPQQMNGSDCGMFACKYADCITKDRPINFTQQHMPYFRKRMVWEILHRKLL
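Material – human SENP1 catalytic domain · Input – SENP1 enzyme, 20 pM final · Compound dosing – single concentration of 10 µM compound, 0.5% DMSO final · Timing – enzyme reaction for 50 min at room temperature, dark · Measured by – FRET fluorescence in CFP and YFP emission channels · Control set – no-enzyme wells low, DMSO-plus-enzyme wells high control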
Apaf-1 inh – human Apaf-1 inhibition | inhibition, % at 20 µM | O14727 | actives 0.71% (n = 330,000) | reconstituted apoptosome caspase-3 activity, DEVD-Rh110 fluorescence; active means inhibition of at least 40% at 20 µM;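 further: plate controls were DMSO wells for no effect and DEVD-CHO caspase inhibitor wells for full effect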
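Material: biochemical Apaf-1 apoptosome reconstitution. Medium: Hepes buffer, pH 7.5. Also added: cytochrome c activation, bis-DEVD rhodamine 110 substrate. Timing: 30 min compound preincubation, 50 min activation, room temperature. Measured by: rhodamine 110 fluorescence at Ex 480/Em 540 nm.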
SENP7 inh – inhibitors of human SENP7 protease | Q9BQF6 | recombinant SENP7, Z-RLRGG-aminoluciferin luminescence, 40 min | inhibition, % at 5 µM | actives 1.5% (n = 330,000) | AID 434973;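 active means inhibition above about 50% at the single test dose, limit read from the data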;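 further: plate controls were DMSO with enzyme for no effect and no enzyme buffer wells for full effect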
SENP8 block-2 – blocks human SENP8 cleavage of Nedd8 substrate; AID 602440; inhibition, % at 20 µM; Q96LD8; actives 0.64% (n = 360,000); recombinant SENP8, Nedd8 substrate fluorescence; in the data active means inhibition mostly above about 40%, no sharp cut-off; inactive means mostly below about 27%
SENP6 inh – inhibitors of human SENP6 protease; Recombinant SENP6 catalytic domain, aminoluciferin luminescence; actives 1.8% (n = 330,000); Q9GZR1; inhibition, % at 10 µM;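 active means inhibition above about 50% at the single tested dose, limit read from the data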;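 further: plate controls were DMSO wells with enzyme for no effect and DMSO wells lacking enzyme for full effect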
Target sequence (Q9GZR1 628-1112 limits assumed): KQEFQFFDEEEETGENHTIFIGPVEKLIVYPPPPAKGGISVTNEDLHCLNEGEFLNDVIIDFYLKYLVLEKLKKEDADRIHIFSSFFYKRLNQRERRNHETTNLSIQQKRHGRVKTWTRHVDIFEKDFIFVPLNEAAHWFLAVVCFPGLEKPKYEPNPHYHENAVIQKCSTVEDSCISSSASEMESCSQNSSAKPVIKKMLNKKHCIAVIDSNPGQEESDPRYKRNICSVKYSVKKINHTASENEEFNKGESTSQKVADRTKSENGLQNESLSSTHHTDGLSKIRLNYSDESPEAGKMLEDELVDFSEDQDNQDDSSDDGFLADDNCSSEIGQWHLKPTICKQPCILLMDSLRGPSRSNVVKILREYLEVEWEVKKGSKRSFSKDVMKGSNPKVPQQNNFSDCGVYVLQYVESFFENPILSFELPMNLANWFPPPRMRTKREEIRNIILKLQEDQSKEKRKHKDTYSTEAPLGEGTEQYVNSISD
An asterisk follows results filed as active; i = inactive; u = inconclusive; x = no result given.

SMILES	A3G deaminase	SENP8 block-1	UBC13 inh	SENP1 FRET inh	Apaf-1 inh	SENP7 inh	SENP8 block-2	SENP6 inh
O=C(CCc1nnc(CCCc2ccccc2)o1)N1CCCCCC1	1	9	2	0	-5	5	4	-2
COc1cc(/C=C/C(=O)OCC(=O)Nc2ccccc2Sc2ccc(Cl)cc2)ccc1O	-1	-2	6	-140	20	1	-288	-7
CCCN(CC(=O)Nc1ccccc1OC)C(=O)c1cccc(S(=O)(=O)NCc2ccccc2)c1	-6	-3	4	0	17	-17	10	-9
CCOC(=O)c1c(NC(=O)c2ccoc2C)sc2c1CCC2	-5	-11	-4	-8	12	-8	-280	-9
CN(C)CCC#CC(O)(c1ccccc1)c1ccccc1	-1	-1	10	-1	-3	2	12	-12
COc1cc(Br)c(C(C)NC(=O)c2ccc(C)cc2)cc1OC (stereo unspecified)	-5	-5	0	2	-16	6	14	-11
COCCNC(=S)N1CCN(c2nc(-c3ccccc3)cs2)CC1	-13	4	-4	0	12	4	8	11
O=C(c1ccc(CSc2ccc(Cl)cc2)cc1)N1CCOCC1	-4	-5	-2	4	9	2	16	-14
C#CCOCCOCCOCCNc1nc(N2CCN(C(=O)CCCCCCCCCCNC(=O)[C@H](CCCCN)n3cc(C[C@@H](C)CC)nn3)CC2)nc(N2CCN(C(=O)CCCCCCCCCCNC(=O)[C@@H]([C@H](C)O)n3cc(C)nn3)CC2)n1	10	-32	118*	0	58*	7	28	-44
COc1ccc(S(=O)(=O)N2CCOCC2)c(Cl)c1Cl	-2	-6	-5	1	-2	-27	16	-3
CSc1nc2c(ccc3ccccc32)o1	1	-19	1	1	13	-5	7	-35
O=c1c2ccccc2nc(/C=C/c2ccc([N+](=O)[O-])cc2)n1CCCO	-5	-4	6	3	3	3	-35	-11
COc1cccc2c1Oc1ncccc1N(C(=O)CCC(=O)NCc1ccc(C)cc1)C2	0	-1	-1	2	6	2	3	-7
CCS(=O)(=O)c1ccc2oc(Nc3ccc(OC)cc3)nc2c1	1	-21	3	3	2	10	-34	-15
Cc1csc(=Nc2c(C)n(C)n(-c3ccccc3)c2=O)n1-c1ccccc1	-3	-1	6	1	-1	0	7	-10
c1ccc(C(c2nnnn2C2CCCC2)N2CCCCCC2)nc1 (stereo unspecified)	-7	-7	14	-10	0	2	-46	5
COc1ccc(S(=O)(=O)NC(C)C)cc1C(=O)NC1CCCCC1	-7	3	4	2	-6	4	22	-6
CCCC(=O)NCCCc1nc2ccccc2[nH]1	-9	-5	-2	1	-5	12	8	-10
Nc1nccc(/C=C/c2c(F)cccc2Cl)n1	-2	1	10	-107	-1	2	-241	-23
O=C(CSc1n[nH]c(-c2ccccc2)n1)Nc1ncc(Br)cc1Br	-4	1	4	-22	7	4	20	2
CC(=O)N1CCN(c2ccccc2NC(=O)c2cccc3c(Cl)cccc23)CC1	-4	-3	8	1	15	-2	15	-5
Cc1ccc(NC(=O)[C@H](NC(=O)[C@@H]2Cc3ccccc3CN2)c2ccccc2)cc1	9	6	-3	2	15	10	5	-16
COc1ccc(NC(=O)C(C)Sc2nnc(C3CC3)n2C2CC2)cc1 (stereo unspecified)	2	3	8	0	5	3	9	2
O=c1c(F)cn(C2CCCO2)c(=O)n1Cc1c(F)cccc1Cl (stereo unspecified)	-4	-8	-2	1	-4	-6	8	-22
CC(C(=O)Nc1cccnc1)N1C(=O)C2C3C=CC(C3)C2C1=O (stereo unspecified)	-2	-1	6	-1	2	-5	2	8
CCCCCCN=C(C)c1ccccc1O	0	-5	-2	2	-12	1	6	0
Cc1cc(SCC(=O)N(C)c2c(N)n(Cc3ccccc3)c(=O)[nH]c2=O)nc2ccccc12	-10	-2	3	-3	7	1	-1	-18
O=C1OCCN1C(=O)[C@H]1[C@H](c2ccc(Cl)cc2)C(c2cccc(Cl)c2)=NN1c1ccccc1	-3	-10	50*	-30	17	8	i	-14
O=C(COC(=O)CSCC(=O)N1CCCCC1)NCc1ccc(F)cc1	-3	-7	5	-1	-4	4	2	-3
O=C(/C=C/c1cc[n+](CC(=O)c2ccc3cccc4c3c2CC4)cc1)c1ccc2cccc3c2c1CC3	54*	13	51*	-35	59*	16	-422	11
Cc1ccccc1C(=O)Nc1ccc2nc3n(c(=O)c2c1)CCCC3	-9	-5	2	1	-2	1	6	12
COCc1ccc(C(=O)N2CCCC(Nc3ccc(C(C)C)cc3)C2)o1 (stereo unspecified)	-11	-3	8	1	-107	1	-4	-20
O=C(O)CCCCCn1c(SCC(=O)N2CCCC2)nc2ccsc2c1=O	5	3	15	2	-4	-1	22	8
O=C(Nc1ccc2c(c1)C(=O)OC2)c1ccccc1Cl	-1	0	3	1	5	3	0	11
Cc1cccc(Cn2c(CN3CCN(Cc4ccccc4)CC3)nc3c2c(=O)[nH]c(=O)n3C)c1	-12	4	5	-4	3	4	16	-5
CCOc1cccc2sc(N(CCN(C)C)C(=O)c3cc4ccccc4cc3OC)nc12	-6	0	14	3	26	-6	0	-11
Cc1ccc(NS(=O)(=O)c2ccc3c(c2)oc(=O)n3C)cc1	-5	1	3	-3	0	-4	8	-27
COCCn1c(=NC(=O)/C=C/c2cccs2)sc2cc(NC(C)=O)ccc21	-2	5	-1	-37	3	-3	-406	5
CCCn1c2c(c(O)c(C(=O)Nc3ncccc3O)c1=O)CCCC2	-6	-1	5	0	5	0	-6	0
O=C(/C=C/c1ccco1)N1CCN(S(=O)(=O)/C=C/c2ccccc2)CC1	-9	-6	16	-5	-7	5	6	-20
O=C(NCc1ccco1)c1ccc(COCC(F)(F)F)cc1	3	-3	-13	2	-4	1	27	4
Cc1ccc(C(=O)NC(=S)Nc2ccc(NC(=O)c3cccc(Cl)c3)cc2)cc1	-2	-7	-13	1	9	-3	8	-16
CCC(=O)Nc1cc(C(F)(F)F)ccc1N1CCOCC1	-1	2	-6	0	-3	4	38	11
CCC(C)N=Cc1c(Nc2ccccc2)nc2c(C)cccn2c1=O (stereo unspecified)	-1	-10	-6	1	20	-4	23	-13
Oc1ccc(-c2n[nH]c(=S)n2-c2ccc3c(c2)OCCO3)cc1	30	-3	8	2	-3	4	15	-8
O=C(Nc1cccc(O)c1)N1CCOCC1	-7	-2	8	1	-1	3	17	2
Cc1ccc(-c2noc(CCCC(=O)N3CCOCC3)n2)cc1	-8	3	8	1	-5	-2	19	-7
CC1=C(C(=O)OCc2ccccc2)C(c2ccsc2)NC(=O)N1C (stereo unspecified)	-3	9	4	2	7	0	7	5
Cc1ccccc1NC(=O)c1cccc(S(=O)(=O)N2CCOCC2)c1	-13	1	0	2	-4	0	14	18
CCc1noc(C)c1C(=O)OC(C)C(=O)c1c(C)[nH]c2ccccc12 (stereo unspecified)	-4	0	9	1	-10	-3	3	2
C=C(C)C1CC=C(C)/C(=N\NC(=O)CNc2cccc3ccccc23)C1 (stereo unspecified)	0	42	-43	-23	4	12	-369	60*
CCc1nn(-c2ccccc2)c(N)c1-c1ccc(OC)c(OC)c1	1	12	2	0	1	1	26	6
CCn1c(SCC(=O)O)nnc1C1CCCCC1	-5	-5	10	-1	-10	2	-3	3
c1ccc2c(Nc3nnc(-c4ccncc4)s3)cccc2c1	-7	46	-11	-2	10	3	-105	61*
Cc1c(NC(=O)CCCN2C(=O)c3cccc4cccc(c34)C2=O)c(=O)n(-c2ccccc2)n1C	-2	-2	81*	0	2	8	-103	-41
COC(=O)c1c(CSc2ccc(Cl)cc2)noc1C(=O)NCc1ccco1	-11	-6	8	3	21	-18	19	-13
COc1cccc(-c2c(C(=O)N/N=C/c3ccco3)nnn2-c2nonc2N)c1	-4	13	-4	2	5	-4	-54	1
CCc1ccccc1NC(=O)CN(C)C(=O)CSc1nn(-c2ccc(F)cc2)c(=S)s1	-7	4	0	2	8	1	17	18
CCOc1ccccc1NC(=O)CSc1nc(=O)n(CCCN2CCOCC2)c2c1CCC2	-3	-7	-2	2	9	-13	1	-15
COc1ccc(C(=O)NCc2nnc(SCC(=O)Nc3cccc(F)c3)o2)cc1	0	-5	0	2	2	1	8	6

Later entries.
SMILES	A3G deaminase	SENP8 block-1	UBC13 inh	SENP1 FRET inh	Apaf-1 inh	SENP7 inh	SENP8 block-2	SENP6 inh
Cc1cccc(NC(=O)c2cnc3sccn3c2=O)n1	-5	-15	-8	-6	1	-8	-141	-1
C=C(C)C(=O)Nc1nnc(-c2cccs2)s1	-5	-33	-16	-1	3	2	-13	-16
Cc1cc(C)n2nc3nc(N4CCCC4)nc(-c4ccccc4)c3c2n1	6	-8	10	-21	13	6	i	-16
CC(=O)N1c2ccc(S(=O)(=O)NCCC(=O)Nc3ccc(F)cc3C)cc2CC1C (stereo unspecified)	2	4	-4	2	-6	5	5	-8
O=C(Nc1cccs1)Nc1ccccc1Br	-4	22	-12	-1	-4	40	5	50*
CCCOc1ccc(-c2c(C(=O)N/N=C/C3CC=CCC3)nnn2-c2nonc2N)cc1 (stereo unspecified)	-4	10	-5	0	11	2	9	-9
CCOc1ccc2cc(C#N)c(SCC(=O)NC(C)CC)nc2c1 (stereo unspecified)	-3	-4	u	x	-3	-4	x	-6
C/C=C/C(=O)OCC(=O)Nc1nc2ccc(C)cc2s1	-2	1	1	-2	1	1	-4	17
CCOC(=O)CN1CC23C=CC(O2)C(C(=O)Nc2ccc(OC)cc2OC)C3C1=O (stereo unspecified)	-6	8	-7	1	-10	-5	11	1
COc1ccc2[nH]c3c(=O)n(CCCCC(=O)N4CCCC4)c(=S)[nH]c3c2c1	32	8	-6	-1	-1	1	-224	24
COc1ccc(S(=O)(=O)NC(C)C)cc1-n1cnnn1	-7	-4	-1	2	1	0	5	3
COc1ccc(OCc2cc(C(=O)N3CCSCC3)no2)c(Cl)c1	5	-2	2	1	-153	-1	0	-4
Cn1c(=O)c2c(nc(N3CCOCC3)n2CC(=O)C23CC4CC(CC(C4)C2)C3)n(C)c1=O	28	3	-16	1	-2	7	8	2
Cc1ccccc1NCc1nc2ccccc2n1C	-2	78*	4	2	-12	86*	2	85*
COc1ccc(NC(=S)NC(=O)c2ccccc2Cl)cc1	-10	-4	0	1	-2	-2	16	5

One compound at a time (already shown).
`COc1ccc(NC(=S)NC(=O)c2ccccc2Cl)cc1` in the list: A3G deaminase: -10; SENP8 block-1: -4; UBC13 inh: 0; SENP1 FRET inh: 1; Apaf-1 inh: -2; SENP7 inh: -2; SENP8 block-2: 16; SENP6 inh: 5
`COc1ccc(OCc2cc(C(=O)N3CCSCC3)no2)c(Cl)c1` in the list: A3G deaminase: 5; SENP8 block-1: -2; UBC13 inh: 2; SENP1 FRET inh: 1; Apaf-1 inh: -153; SENP7 inh: -1; SENP8 block-2: 0; SENP6 inh: -4
`CCOC(=O)CN1CC23C=CC(O2)C(C(=O)Nc2ccc(OC)cc2OC)C3C1=O` (stereo unspecified) in the list: A3G deaminase: -6; SENP8 block-1: 8; UBC13 inh: -7; SENP1 FRET inh: 1; Apaf-1 inh: -10; SENP7 inh: -5; SENP8 block-2: 11; SENP6 inh: 1

Back to the main list; the two compounds before the break are reprinted first.
SMILES	A3G deaminase	SENP8 block-1	UBC13 inh	SENP1 FRET inh	Apaf-1 inh	SENP7 inh	SENP8 block-2	SENP6 inh
Cc1ccccc1NCc1nc2ccccc2n1C	-2	78*	4	2	-12	86*	2	85*
COc1ccc(NC(=S)NC(=O)c2ccccc2Cl)cc1	-10	-4	0	1	-2	-2	16	5
Cc1nc(SCC(=O)NC(=O)NCc2ccco2)nc(C)c1C	-3	1	0	-10	-14	7	16	-5
CCOC(=O)C1(CC2CCCCO2)CCN(Cc2cc(F)ccc2-n2cccn2)CC1 (stereo unspecified)	-6	-4	8	0	-3	-3	-5	-16
O=c1oc(-c2cccc([N+](=O)[O-])c2)nc2ccccc12	-5	27	11	2	7	2	5	24
COC(C(=O)N/N=C/c1ccc(OCC(=O)N2CCOCC2)cc1)c1ccccc1 (stereo unspecified)	-5	2	1	0	4	-5	8	-22
